Compound activity deposited in PubChem BioAssay by Sanford-Burnham Center for Chemical Genomics.
tim23-1 inh = growth inhibitors of tim23-1 mutant yeast; S. cerevisiae tim23-1 growth, BacTiter-Glo luminescence, 24 h; inhibition, % at 20 µM; 1.3% of 330,000 active;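 active = growth inhibition of the mutant yeast at or above 50%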;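 note: temperature-sensitive mutant grown at 25 °C; plate controls were DMSO-treated mutant yeast for no effect and medium wells lacking yeast for full effect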
UPR XBP1 act = adaptive UPR (XBP1) activation. CHO-XBP1 luciferase reporter, IRE1-XBP1 UPR activation, luminescence; percent of tunicamycin response, DMSO as zero. activation, % at 20 µM. 0.33% of 330,000 active;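 active = versus positive control, 20 µM dose yields 30% or more activation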;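 note: 100% = tunicamycin at 10 µg/mL and 0% = DMSO only wells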
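Assay system: IRE1-XBP1 luciferase reporter CHO line. Input: 1000 cells/well. Buffer or medium: F12 with 10% serum. Doses: 20 µM, 1% DMSO. Times: overnight seeding at 37 °C, 6 h compound treatment at 37 °C. Technique: Steady-Glo luciferase glow luminescence, 10 min after reagent addition.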
APJ agonist = APJ receptor agonism. P35414. CHO-K1 APJ PathHunter beta-arrestin, luminescence; 0% DMSO wells, 100% apelin. AID 2520. 0.11% of 330,000 active. activation, % at 20 µM;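 active = activation more than six SD over the plate average, tested at 20 µM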;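 note: 0% = DMSO alone and 100% = apelin-13 at 10 nM; some results filed as inactive read as strong as hits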
Target sequence (P35414 whole entry, looked up): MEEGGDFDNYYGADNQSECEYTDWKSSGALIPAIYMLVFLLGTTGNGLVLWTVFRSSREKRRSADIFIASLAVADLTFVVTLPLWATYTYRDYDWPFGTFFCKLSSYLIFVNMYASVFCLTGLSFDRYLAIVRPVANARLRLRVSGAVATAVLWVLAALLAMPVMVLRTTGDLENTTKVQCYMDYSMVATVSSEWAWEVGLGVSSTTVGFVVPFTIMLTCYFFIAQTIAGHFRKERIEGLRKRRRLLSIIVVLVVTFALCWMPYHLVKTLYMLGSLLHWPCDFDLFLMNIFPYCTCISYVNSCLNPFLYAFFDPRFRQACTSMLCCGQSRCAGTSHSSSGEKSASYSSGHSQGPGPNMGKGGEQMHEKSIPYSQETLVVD
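Test system: CHO-K1 APJ beta-arrestin complementation cell line | Compound: Single test compound dose, 20 µM final, 1% DMSO | Incubation: Compound 90 min 25 °C, reagent 1 h | Measured by: beta-gal luminescence | Read-out basis: APJ–arrestin association signal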
tim10-1 inh = growth inhibitors of tim10-1 mutant yeast. inhibition, % at 20 µM. 2.2% of 330,000 active. S. cerevisiae tim10-1 ts strain growth, BacTiter-Glo, 24 h;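 active = inhibition of at least 40%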;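 note: mutant grown at 25 °C; 0% = DMSO wells with yeast and 100% = wells holding no yeast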
CHOP UPR activ = apoptotic UPR (CHOP) activation; 0.34% of 330,000 active; activation, % at 10 µM; CHO-CHOP luciferase reporter, luminescence; percent of tunicamycin response over DMSO baseline;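 active = at 10 µM dose, activation of 40% or more, normalized to positive control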;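 note: 100% = tunicamycin at 10 µg/mL and 0% = DMSO alone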
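System: CHO-CHOP luciferase reporter cell line | Buffer or medium: F12 medium containing 10% fetal bovine serum | Doses: One dose, 10 µM in 0.5% DMSO | Times: 6 h compound exposure at 37 °C after overnight seeding | Signal: Luciferase luminescence | Read-out: % activation vs tunicamycin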
CXCR6 inh = inhibitors of human CXCR6 receptor; CHO-K1 PathHunter CXCR6 beta-arrestin, luminescence; 0.36% of 360,000 active; inhibition, % at 20 µM; in the data active = inhibition above about 34%, passing the limit was not always enough;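 note: antagonist mode with CXCL16 agonist at 10 nM final; 0% = 10 nM CXCL16 with DMSO and 100% = unstimulated wells without agonist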
Target sequence (O00574 whole entry, looked up): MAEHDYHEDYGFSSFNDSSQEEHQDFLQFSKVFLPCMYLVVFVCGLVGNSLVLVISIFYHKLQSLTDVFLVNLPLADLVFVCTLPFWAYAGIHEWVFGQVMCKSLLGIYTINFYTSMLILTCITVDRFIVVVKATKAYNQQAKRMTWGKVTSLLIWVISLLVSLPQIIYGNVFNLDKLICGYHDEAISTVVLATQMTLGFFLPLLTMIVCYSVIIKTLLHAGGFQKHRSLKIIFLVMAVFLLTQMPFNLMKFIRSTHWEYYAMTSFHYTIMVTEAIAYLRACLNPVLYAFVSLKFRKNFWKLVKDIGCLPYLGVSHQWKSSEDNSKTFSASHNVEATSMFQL
TIM10 inh = inhibits growth of TIM10 yeast strain | inhibition, % at 10 µM | AID 463195 | S. cerevisiae TIM10 strain growth, BacTiter-Glo luminescence, 24 h | 1.4% of 330,000 active;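 active = inhibition of 40% or more at the single tested concentration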;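 note: wild-type TIM10 isogenic control strain grown at permissive 25 °C; 0% = DMSO yeast wells and 100% = minimal medium wells without yeast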
APJ antagonist = APJ receptor antagonism | inhibition, % at 20 µM | CHO-K1 APJ beta-arrestin complementation, luminescence | 0.32% of 330,000 active | P35414;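 active = inhibition above about 40% at 20 µM, limit read from the data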;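 note: cells challenged with 10 nM apelin-13 agonist together with compound; plate controls were apelin-13 plus DMSO wells for no effect and DMSO wells lacking apelin-13 for full effect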
Mdm2-MdmX inh = disrupts the human Mdm2-MdmX interaction | inhibition, % at 8 µM | SaOS-2 split-luciferase Mdm2/MdmX complementation, luminescence | 3% of 330,000 active | AID 485346;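 active = inhibition of at least 50% at 8 µM in the primary screen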
* marks the source's active call; other numbers are inactive results.

nr	structure	tim23-1 inh	UPR XBP1 act	APJ agonist	tim10-1 inh	CHOP UPR activ
1	CC1CCCN(C(=O)COC(=O)c2ccc[nH]c2=O)C1 (configuration not stated)	10	1	-1	-3	0.5
2	Oc1ccc2ccccc2c1CN1CCN(c2ccccc2F)CC1	27	0	1	26	1.2
3	Cc1ccc(N2C(=O)CC(N3CCN(S(=O)(=O)c4ccccc4)CC3)C2=O)c(C)c1 (configuration not stated)	23	-6	3	19	-0.3
4	O=C(c1ccc(N2CCN(C3CC(=O)N(Cc4cccs4)C3=O)CC2)cc1)c1cccnc1 (configuration not stated)	9	0	-6	-14	0.0
5	O=C1NC2(CCCc3ccccc32)C(=O)N1Cc1nnc(-c2ccccc2Br)o1 (configuration not stated)	18	-2	-7	12	0.8
6	CC(=O)OC(C(=O)N1CCN(c2ccccc2F)CC1)c1ccccc1 (configuration not stated)	16	-1	-2	7	-2.2
7	CCOC(=O)c1cnc(SC)nc1Oc1cccc(NC(=O)c2ccc(Cl)cc2)c1	-3	2	-2	-1	-2.1
8	COc1ccc(N2CC(C(=O)N[C@@H](C)C(=O)N[C@H](CO)c3ccccc3)CC2=O)cc1 (some centres not stated)	-3	-2	-2	-17	0.2

nr	CXCR6 inh	TIM10 inh	APJ antagonist	Mdm2-MdmX inh
1	4	0	-5	-17
2	-8	13	-1	11
3	4	9	9	0
4	0	-3	-28	1
5	-12	23	-7	-1
6	8	-4	10	10
7	8	1	8	45
8	-6	-10	5	-9

Laid out differently: results already given
no.	structure	tim23-1 inh	UPR XBP1 act	APJ agonist	tim10-1 inh	CHOP UPR activ	CXCR6 inh	TIM10 inh	APJ antagonist	Mdm2-MdmX inh
4	O=C(c1ccc(N2CCN(C3CC(=O)N(Cc4cccs4)C3=O)CC2)cc1)c1cccnc1 (configuration not stated)	9	0	-6	-14	0.0	0	-3	-28	1
3	Cc1ccc(N2C(=O)CC(N3CCN(S(=O)(=O)c4ccccc4)CC3)C2=O)c(C)c1 (configuration not stated)	23	-6	3	19	-0.3	4	9	9	0

(next part)
nr	structure	tim23-1 inh	UPR XBP1 act	APJ agonist	tim10-1 inh	CHOP UPR activ
9	COC(=O)c1nnn(CC(=O)Nc2ccc(C)c(F)c2)c1C(=O)OC	9	3	-1	11	-1.1
10	COc1cc(/C=C2\S/C(=N/S(=O)(=O)c3ccccc3)NC2=O)c([N+](=O)[O-])cc1OC	12	0	-1	9	-0.4
11	Cc1cc(C(=O)N/N=C2\CCCC(=O)C2)c2ccccc2n1	0	-3	-5	-6	-1.2
12	Cc1cc2cc(CNC(=O)C(C)Oc3ccccc3)ccc2n1C (configuration not stated)	21	-1	-1	-3	0.1
13	COCC(=O)Nc1cc(=O)n(C)c(=O)n1C	10	-1	-4	12	-1.2
14	Clc1ccc(C2Nc3cccc4cccc(c34)N2)cc1Cl	36	4	1	30	4.4
15	COCc1nnc(NC(=O)c2ccco2)s1	16	1	-5	21	0.3
16	CS/C(=C\C(=O)c1ccco1)Nc1ccccc1Cl	18	4	-6	15	1.9

nr	CXCR6 inh	TIM10 inh	APJ antagonist	Mdm2-MdmX inh
9	2	-14	3	6
10	7	21	10	-1
11	4	-1	4	12
12	8	-6	-8	16
13	5	-20	13	3
14	8	20	-23	20
15	-1	18	4	4
16	4	16	10	22

Next part:
nr	structure	tim23-1 inh	UPR XBP1 act	APJ agonist	tim10-1 inh	CHOP UPR activ
17	CCOc1ccc(NC(=O)CCc2nnc3ccc(N4CCC5(CC4)OCCO5)nn23)cc1	-1	0	2	-7	0.6
18	CC1CCCN(c2ccc(/C=C(\C#N)c3nn(-c4ccccc4)c(N)c3C#N)cc2[N+](=O)[O-])C1 (configuration not stated)	25	3	-6	18	0.2
19	CCCCOCCCNC(=O)CCCOc1ccccc1	3	-1	-2	-1	-1.4
20	O=C(CN(C(=O)CCC(=O)Nc1nccs1)c1ccc2c(c1)OCO2)NCC1CCCO1 (configuration not stated)	5	1	0	-16	-3.1
21	Cc1cc(NC(=O)CSc2nc(=O)cc(N)n2-c2ccc(F)cc2)no1	10	-3	-1	-13	1.1
22	Cc1ccc(-c2nnn(CC(=O)NC3CCCc4ccccc43)n2)cc1 (configuration not stated)	3	0	0	-1	2.0
23	COC(=O)C1=C(C)NC(C)=C(C(=O)OC)C1c1cc2ccc(C)cc2[nH]c1=O	6	2	-4	9	0.4
24	O=c1oc(-c2ccccc2NS(=O)(=O)c2ccccc2)nc2ccccc12	17	-3	-1	22	-2.3

nr	CXCR6 inh	TIM10 inh	APJ antagonist	Mdm2-MdmX inh
17	4	-1	18	10
18	22	24	22	9
19	-2	1	-1	23
20	-7	-13	3	28
21	3	6	1	15
22	-18	3	-2	27
23	0	0	-3	11
24	-5	15	3	-3

More compounds:
nr	structure	tim23-1 inh	UPR XBP1 act	APJ agonist	tim10-1 inh	CHOP UPR activ
25	Cc1ccc(OCC(=O)OCC(=O)Nc2sccc2C(N)=O)cc1C	20	0	8	15	-3.5
26	COC(=O)C1=C(C)N(Cc2ccccc2)C(=NCc2cccc(Cl)c2)N[C@H]1c1cccc(F)c1	1	45*	-3	-38	19
27	COCCCNC(=O)C(F)(F)C(F)(F)C(=O)NCCCOC	-1	-5	-3	-7	-2.2
28	CCOC(=O)N1CCN(C(=O)C2CCC(=O)N(CCCN3CCCC3=O)C2)CC1 (configuration not stated)	9	0	-3	4	1.5
29	COC(=O)c1cc(NC(=O)c2ccc(Cn3cc(Cl)cn3)o2)cc(C(=O)OC)c1	9	5	3	20	-0.8
30	Cc1cc(C(=O)C(=O)O)c(C)n1-c1ccc(Cl)c(Cl)c1	-2	-1	-4	8	0.0
31	CC(=O)N1CC(C)c2scc(C)[n+]2-c2ccccc21 (configuration not stated)	7	-1	-3	3	0.6
32	Cc1ccc(S(=O)(=O)N2CCCN(c3nc4cc(C)ccc4cc3C#N)CC2)cc1	23	-5	-1	23	0.8

nr	CXCR6 inh	TIM10 inh	APJ antagonist	Mdm2-MdmX inh
25	-2	18	-16	-30
26	-2	1	39	100*
27	-8	0	1	-4
28	5	-4	-9	-7
29	1	21	7	40
30	2	2	5	9
31	-1	3	-18	-35
32	-4	19	12	9

Next section:
nr	structure	tim23-1 inh	UPR XBP1 act	APJ agonist	tim10-1 inh	CHOP UPR activ
33	COc1ccc(C(=O)/C=C/N(C)C)cc1OC	16	-4	2	9	0.6
34	Cc1nc(CN(C)C(=O)C2CCC(=O)N(CCc3cccc(F)c3)C2)cs1 (configuration not stated)	9	-3	-1	1	-1.5
35	COCCn1c(SCC(=O)Nc2c(C)n(C)n(-c3ccccc3)c2=O)nnc1-c1ccncc1	-15	-2	-2	-4	-0.9
36	O=C(CSc1nnc(CNC(=O)c2ccccc2)o1)Nc1ccc2c(c1)OCCO2	-1	-1	3	-7	0.4
37	COc1ccc(S(=O)(=O)N(CC(=O)O)c2ccccc2)cc1	2	-2	-3	-3	-2.3
38	CN(C)C(=O)CSc1nnc(-c2cc(-c3cccs3)nc3ccccc23)o1	34	3	2	40*	-1.8
39	O=C1NC(=O)/C(=C\c2ccc(Br)o2)S1	20	2	-6	18	0.7
40	CC(=O)Nc1ccc(NC(=O)c2sc3nc4n(c(=O)c3c2C)CCCCC4)cc1	15	-5	-2	14	-2.6

nr	CXCR6 inh	TIM10 inh	APJ antagonist	Mdm2-MdmX inh
33	4	1	-9	25
34	0	2	-8	10
35	0	7	4	7
36	-1	-2	21	-14
37	-2	-13	-8	5
38	9	32	-6	-6
39	2	27	1	9
40	1	10	6	-9

(cont.)
nr	structure	tim23-1 inh	UPR XBP1 act	APJ agonist	tim10-1 inh	CHOP UPR activ
41	CCn1ncc(/C=C/C(=O)NCc2cnn(C)c2C)c1C	7	2	-3	6	2.0
42	Cc1nn(Cc2ccccc2Cl)c(C)c1NC(=O)/C=C/c1cnn(C)c1	9	-2	-4	9	-1.1
43	Cc1cc(/C=N/NC(=O)c2ccc(O)cc2)c(C)n1CC(C)C	5	2	-1	13	5.6
44	NNC(=O)CSCc1nc(-c2ccc(Cl)cc2)cs1	28	1	3	38	1.6
45	N#C/C(=C\c1cn[nH]c1-c1ccc(Cl)cc1)C(=O)NCc1ccccc1	32	3	-3	43*	1.4
46	O=C1/C(=C2\C(=O)N(Cc3ccc(F)cc3)c3ccccc32)SC(=S)N1CCS(=O)(=O)O	15	-2	0	21	-0.6
47	COc1cccc2cc(-c3ccccc3)oc12	24	5	0	20	2.1
48	CC(C)(C)c1ccc(NC(=O)COC(=O)C2=COCCO2)cc1	21	-2	-5	18	1.0

nr	CXCR6 inh	TIM10 inh	APJ antagonist	Mdm2-MdmX inh
41	-6	3	18	27
42	7	7	6	25
43	2	0	-27	-12
44	-5	6	-9	10
45	8	34	4	27
46	5	8	-3	-26
47	0	10	-24	-28
48	2	8	-3	-21

Remaining list, next part
nr	structure	tim23-1 inh	UPR XBP1 act	APJ agonist	tim10-1 inh	CHOP UPR activ
49	COc1cc(NC(=S)NCCN2CCOCC2)cc(OC)c1	8	-2	5	2	0.2
50	CCOC(=O)C1(Cc2cccc(Cl)c2)CCCN(C(=O)c2cn[nH]c2)C1 (configuration not stated)	-8	-5	-2	-5	-0.1
51	CN=C(Nc1ccc2c(c1)OCO2)SC1CC(=O)N(c2ccccc2)C1=O (configuration not stated)	14	0	-1	22	-1.2
52	Cn1cnnc1SCC(=O)NC1CCCN(Cc2ccccc2F)C1 (configuration not stated)	7	-2	-5	7	6.3
53	COc1ccc(N(CC(=O)Nc2ccccc2C(=O)N2CCCC2)S(=O)(=O)c2ccccc2)cc1	10	-3	-1	13	0.6
54	COc1ccc(-c2csc(/C(C#N)=C/Nc3ccc4c(c3)OCCO4)n2)cc1	0	13	-2	21	2.0
55	O=S(=O)(c1ccccc1)c1nc(-c2ccco2)oc1N1CCOCC1	14	-5	-4	15	-2.9
56	O=C(O)C1CC(=O)N(c2ccc3c(c2)OCCO3)C1 (configuration not stated)	5	-2	-5	-3	-4.3

nr	CXCR6 inh	TIM10 inh	APJ antagonist	Mdm2-MdmX inh
49	-2	-10	-14	-13
50	6	4	-26	-13
51	-2	10	-13	30
52	1	3	2	-7
53	-2	9	-15	0
54	-1	19	7	52*
55	0	11	-2	-3
56	-8	-9	0	-5

Complete entries, looked up by structure:
O=C(O)C1CC(=O)N(c2ccc3c(c2)OCCO3)C1 (configuration not stated) is listed as tim23-1 inh = 5; UPR XBP1 act = -2; APJ agonist = -5; tim10-1 inh = -3; CHOP UPR activ = -4.3; CXCR6 inh = -8; TIM10 inh = -9; APJ antagonist = 0; Mdm2-MdmX inh = -5
Cn1cnnc1SCC(=O)NC1CCCN(Cc2ccccc2F)C1 (configuration not stated) is listed as tim23-1 inh = 7; UPR XBP1 act = -2; APJ agonist = -5; tim10-1 inh = 7; CHOP UPR activ = 6.3; CXCR6 inh = 1; TIM10 inh = 3; APJ antagonist = 2; Mdm2-MdmX inh = -7
COc1cc(NC(=S)NCCN2CCOCC2)cc(OC)c1 is listed as tim23-1 inh = 8; UPR XBP1 act = -2; APJ agonist = 5; tim10-1 inh = 2; CHOP UPR activ = 0.2; CXCR6 inh = -2; TIM10 inh = -10; APJ antagonist = -14; Mdm2-MdmX inh = -13

An excerpt. The share of hits here may be higher or lower than overall.
